NPC1 prom act – NPC1 promoter activation | Huh7 NPC1 promoter luciferase reporter, 24 h | Potency, µM (doses to about 9.22 µM), for inactives: at the top dose activation, actives largely listed as activators | 320,000 compounds, 2.4% hits;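 note: potency is the fitted concentration of half-maximal effect; % of control where 0% means no effect; nearly all actives have a fitted effect of over 60% in size; reporter is driven by a mutant NPC1 promoter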
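In 1536-well qHTS, Huh7 cells harboring an NPC1 promoter–luciferase construct received compound for 24 h; activation was quantified by luminescence following luciferase reagent addition.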
ELG1 genotox – induces genotoxicity in HEK293T cells with luciferase-tagged ELG1 | HEK293T ELG1-luciferase reporter, luminescence, 16 h | Potency, µM (top dose mostly 46 µM), for the others: top-dose activity change, positive = activation, hits mostly activators | 330,000 compounds, 1.3% hits | AID 504466; note: potency is the fitted concentration of half-maximal effect; % of control where 0% means no effect; nearly all actives have a fitted effect of over 60% in size
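HEK293T cells expressing luciferase-tagged ELG1 were exposed to compound or DMSO vehicle for 16 hr at 37 °C and 5% CO2. Luciferase activity was then measured with ONE-Glo after 30 min at room temperature.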
FLuc counter – counter-screen for miR-21 project: firefly luciferase inhibitors or activators. P08659. AID 588342. Potency, µM (titrated, usually from 57.5 µM), inactives show at the top dose activity change, negative = inhibition, most hits filed as inhibitors. 360,000 compounds, 6.9% hits. purified FLuc, Km substrates, luminescence inhibition;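 note: potency is the fitted concentration of half-maximal effect; plate controls were vehicle for no effect and reference inhibitor for full effect; nearly all actives have a fitted effect of over 55% in size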
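Purified P. pyralis luciferase, 10 nM final, with Km-level 10 uM D-luciferin and 10 uM ATP in 50 mM Tris acetate pH 7.5, 10 mM Mg acetate, 0.01% Tween-20, 0.05% BSA; 6-point qHTS titration about 60 µM downward; luminescence read.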
Giardia kill – kills Giardia lamblia; activity change, % at 7.66 µM, hits read low; 340,000 compounds, 0.15% hits; Giardia lamblia trophozoite viability; in the data active = activity change below about -80%; inconclusive = between about -30% and that limit;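 note: parasites exposed to compound for two days anaerobically before the ATP read; % is set by controls: 0 for no effect and ±100 for the full control effect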
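Anaerobic 48 hrs incubation at 37 deg C of 100 trophozoites/well with test compounds; ATPLite 1-Step luminescence, 15-30 min RT, reports cellular ATP as viability.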
RORgamma inh – inhibitors of mouse ROR gamma transcriptional activity; AID 2551; 310,000 compounds, 5.4% hits; Drosophila S2 Gal4-RORgamma UAS-luciferase reporter, 20 h; Potency, µM (series often up to 53.6 µM), for the others: at the highest dose activity change, negative = inhibition, most hits filed as inhibitors; note: potency is the fitted concentration of half-maximal effect; % is set by controls: 0 for no effect and ±100 for the full control effect; nearly all actives have a fitted effect of over 60% in size
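Schneider cells (Drosophila), stable Gal4 DBD–ROR gamma + UAS-luc; 1 hr cmpd preincubation; Cu2+ induction 700 uM final; 20 hr ambient; luminescence.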
BRCA1 expr act – BRCA1 expression activation. Potency, µM (highest dose often 46.1 µM), for the others: top-dose activation, most hits filed as activators. AID 624202. MCF7-BRCA1-FFLuc reporter, luminescence, 48 h; response scale: scaled: vehicle 0%, 10 µM genistein 100%. 380,000 compounds, 1.1% hits; note: potency is the fitted concentration of half-maximal effect; nearly all actives have a fitted effect of over 80% in size; some results filed as inactive show a strong effect at the top dose
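Luminescence from a BRCA1-driven firefly luciferase in MCF7 cells was read after 48 h compound exposure at 37 C. Data normalized against DMSO and a 10microM genistein activation control, then curve-fitted across the titration.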
PKM2 activator – PKM2 (human) enzyme activation | 260,000 compounds, 0.34% hits | purified PKM2, Kinase-Glo ATP luminescence, activation; response scale: 0% is enzyme alone, no compound | Potency, µM (top dose mostly 57.5 µM), for the others: at the highest dose activation, most hits filed as activators; note: potency is the fitted concentration of half-maximal effect; % is set by controls: 0 for no effect and ±100 for the full control effect; nearly all actives have a fitted effect of over 55% in size
Target sequence (P14618 whole entry, looked up): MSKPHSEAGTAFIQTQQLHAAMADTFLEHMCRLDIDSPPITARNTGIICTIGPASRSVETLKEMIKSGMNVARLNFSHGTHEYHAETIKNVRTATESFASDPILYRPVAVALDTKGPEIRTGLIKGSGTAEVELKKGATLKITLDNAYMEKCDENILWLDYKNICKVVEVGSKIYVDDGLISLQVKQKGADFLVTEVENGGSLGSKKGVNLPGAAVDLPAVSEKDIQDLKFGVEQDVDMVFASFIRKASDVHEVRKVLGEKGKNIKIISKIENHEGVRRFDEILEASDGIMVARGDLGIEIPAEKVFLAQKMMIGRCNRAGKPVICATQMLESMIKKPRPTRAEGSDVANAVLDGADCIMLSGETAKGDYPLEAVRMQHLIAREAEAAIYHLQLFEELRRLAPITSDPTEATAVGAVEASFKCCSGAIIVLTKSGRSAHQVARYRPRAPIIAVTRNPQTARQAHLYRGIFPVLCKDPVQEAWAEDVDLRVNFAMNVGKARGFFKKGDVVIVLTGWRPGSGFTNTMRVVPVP
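ATP formation by purified human PK-M2, quantified via coupled luciferase luminescence after 1 h at room temperature with 0.1 mM ADP and 0.5 mM PEP final.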
VP16 counter – Gal4-VP16 reporter inhibition counter-screen | 310,000 compounds, 3.5% hits | Potency, µM (top dose mostly 53.6 µM), for inactives: at the top dose activity, negative = inhibition, usual class: inhibitors | Drosophila S2 Gal4-VP16 UAS-luciferase, luminescence, 20 h;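 note: Gal4-VP16 expression switched on by copper sulfate through the metallothionein promoter; potency is the fitted concentration of half-maximal effect; % is set by controls: 0 for no effect and ±100 for the full control effect; nearly all actives have a fitted effect of over 50% in size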
Menin-MLL TR inh – displaces Texas Red mutant MLL peptide from human menin; O00255; AID 1768; Menin + Texas Red MLL mutant peptide, fluorescence polarization; Potency, µM (doses to about 61.6 µM), without a hit: at the top dose FP activity change, negative = inhibition, most hits filed as inhibitors; 270,000 compounds, 0.23% hits; active = well fitted inhibition curve with a large enough effect in the polarisation, with a control signal flat, not every such curve was filed as active; inconclusive = small, poorly fitted or top-dose-only effect, or effect the other way, or a change in a side signal; inactive = no such curve, though single readings can be large or run the other way; the % refers to the polarisation; note: potency is the fitted concentration of half-maximal effect; % of control where 0% means no effect; many of its hits are not listed in these tables
Target sequence (O00255 whole entry, looked up): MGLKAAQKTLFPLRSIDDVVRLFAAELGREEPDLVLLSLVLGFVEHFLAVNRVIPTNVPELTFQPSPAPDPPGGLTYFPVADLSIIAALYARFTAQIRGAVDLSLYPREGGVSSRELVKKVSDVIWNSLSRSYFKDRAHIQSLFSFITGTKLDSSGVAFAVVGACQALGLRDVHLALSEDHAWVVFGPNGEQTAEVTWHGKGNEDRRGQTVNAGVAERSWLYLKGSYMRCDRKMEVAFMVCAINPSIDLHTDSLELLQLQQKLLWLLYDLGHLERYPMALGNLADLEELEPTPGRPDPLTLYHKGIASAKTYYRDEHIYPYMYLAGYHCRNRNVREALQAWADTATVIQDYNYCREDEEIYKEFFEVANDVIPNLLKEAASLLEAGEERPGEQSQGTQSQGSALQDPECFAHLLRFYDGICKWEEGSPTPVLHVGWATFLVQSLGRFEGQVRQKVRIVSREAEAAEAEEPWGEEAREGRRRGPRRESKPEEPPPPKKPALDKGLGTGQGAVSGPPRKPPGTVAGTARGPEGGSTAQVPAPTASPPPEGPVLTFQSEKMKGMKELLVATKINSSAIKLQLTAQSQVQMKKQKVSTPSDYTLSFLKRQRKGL
p53 reactivation – mutant p53 re-activation in reporter cells; H1299 p53-A138V BP100-luciferase reporter, luminescence, 24 h; Potency, µM (top dose mostly 92.2 µM), without a hit: at the highest dose activity change, positive = activation, usual class: activators; 320,000 compounds, 0.063% hits; note: potency is the fitted concentration of half-maximal effect; % of control where 0% means no effect; nearly all actives have a fitted effect of over 45% in size
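H1299 (p53-null), stable ts p53-A138V + BP100-Luc; 1000 cells/well, Opti-MEM/10% FBS; cpd 4 pt, 1:5; 24 h, 37 deg C, 5% CO2; detection reagent 10 min RT; luminescence.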
Rab9 prom act – activates the Rab9 promoter. Huh7 Rab9 promoter-luciferase reporter, luminescence, 24 h. 320,000 compounds, 2.8% hits. Potency, µM (highest dose often 9.22 µM), for the others: top-dose activation, negative = inhibition, hits mostly activators; note: potency is the fitted concentration of half-maximal effect; % of control where 0% means no effect; nearly all actives have a fitted effect of over 60% in size
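Luciferase signal after 10 min detection reagent at ambient indicates Rab9 promoter upregulation; stably transfected Huh7 cells were treated 24 h with compound in DMSO at 37 °C, 5% CO2.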
The depositor's hits bear a star; u = inconclusive; x = no result given; [ ] = another dose, or the depositor's remark. Unless noted, calls come from the whole dose curve; as a rule, active = well fitted curve in the direction sought with a large enough effect; inconclusive = small, poorly fitted or top-dose-only effect, or another doubt; inactive = no such curve, though single readings can be large; an effect the other way counts as inactive or inconclusive.

SMILES | NPC1 prom act | ELG1 genotox | FLuc counter | Giardia kill | RORgamma inh | BRCA1 expr act | PKM2 activator | VP16 counter | Menin-MLL TR inh | p53 reactivation | Rab9 prom act
CC(C)C1CCN(C(=O)C2CCC(=O)N(CCc3ccc(Cl)cc3)C2)CC1 (configuration not stated) | -5% | -10% | 0% | -8 | 43% | -35% | 4% | -4% | x | -6% | -6%
O=C(Nc1cccc2ccccc12)c1ccc(Br)o1 | -4% | -3% | 7% | -4 | 0% | -12% | 1% | 13% | u | -6% | -2%
Cc1ccccc1N1CCN(S(=O)(=O)c2ccc3ccccc3c2)CC1 | -6% | -1% | 0% | 7 | -17% | -50% | x | -20% | x | 3% | -5%
CCOc1ccc(OCC)c(NC(=O)C2CCN(S(=O)(=O)c3c(C)[nH]c(=O)[nH]c3=O)CC2)c1 | 1% | 7% | -1% | 6 | 5% | -7% | -1% | -15% | 7% | 3% | 9%
Cc1[nH]c(=O)[nH]c(=O)c1/C=N/NC(=O)[C@@H](N)CC(C)C | -1% | 0% | -1% | 1 | -12% | 35% | 3% | 6% | x | 1% | -7%
CCCCOc1ccc(C(=O)CCN2CCOCC2)cc1 | 1% | 4% | u | -11 | u | -113%[inhibitor] | x | u | -11% | -20% | -1%
COc1ccc(CC(=O)OCC(=O)c2c[nH]c3ccccc23)cc1 | 2% | 1% | u | -2 | x | -19% | x | x | x | 1% | -1%
COC(=O)NNC(=O)C1CCC(C(=O)NNC(=O)OC)CC1 (configuration not stated) | -1% | 1% | 5% | 20 | -18% | 11% | -1% | -2% | 21% | 2% | 3%
Cc1cc(NC(=O)COC(=O)c2ccccc2[N+](=O)[O-])no1 | -3% | -9% | u | 3 | 19% | -2% | 2% | 29% | 19% | u | 5%
CN(C)CCC(O)(c1ccccc1)c1ccccc1 | -4% | 7% | 7% | -8 | 4% | 14% | -1% | 3% | 7% | -1% | 0%
OCCC1CN(Cc2ccccc2O)CCN1CCc1ccccc1 (configuration not stated) | -4% | -3% | -1% | 11 | -7% | 1% | -9% | -9% | -17% | -1% | -6%
Cc1cccc(-n2c(N)cc(=O)[nH]c2=S)c1 | 0% | -1% | 2% | 7 | u | -1% | 1% | -3% | -7% | 2% | 5%
Cc1cc(C(=O)Nc2ccc(Br)cc2F)n(-c2ccccc2)n1 | 1% | 0% | 2% | 15 | 10% | 15% | x | -5% | 11% | -4% | -9%
Cc1ccc(-c2nn(-c3ccccc3)cc2CC(=S)N2CCOCC2)cc1 | -6% | -2% | 2% | 1 | 18µM* | -35% | -5%[11.5 µM] | u | u | x | -1%
COC(=O)C1CCN(C(=O)c2ccccc2NC(C)=O)CC1 | -5% | -3% | 4% | -16 | 25% | -1% | 7% | -7%[0.365 µM] | 4% | -5% | -3%
Cc1ccc(C(c2nnnn2CC2CCCO2)N2CCN(c3cccc(C)c3C)CC2)cc1 (configuration not stated) | -3% | -10% | 1%[2.3 µM] | 4 | 43% | -36% | 1% | 3% | u | 4% | -9%
O=C(NC(=S)Nc1ccccc1N1CCCC1)c1ccc([N+](=O)[O-])cc1 | 1% | -2% | 0% | u | 0.05µM* | -50% | -7% | 0.11µM* | -9% | 5% | -1%
COc1ccc(NC(=O)CN2C(=O)NC3(CCCCCCC3)C2=O)cc1 | -2% | -1% | 2% | -20 | x | -1% | x | x | x | -9% | -3%
COC(=O)c1ccccc1S(=O)(=O)N1CCC(C(=O)NCC2CCCO2)CC1 (configuration not stated) | -3% | 2% | -2% | -10 | x | -11% | x | x | x | 8% | 6%
CCOC(=O)c1cc(CC)sc1N1C(=O)CC(Sc2ncccc2C(=O)O)C1=O (configuration not stated) | -2% | 3% | -12% | -10 | 18% | -27% | 5% | 1% | -16% | -12% | -4%
COc1cccc(NC(=O)CN2C(=O)CSc3ccc(S(=O)(=O)N4CCOCC4)cc32)c1 | -4% | 3% | -1% | 1 | 0% | -10% | x | 1% | x | -6% | -6%
CCOCCn1ccc2c(OCC(=O)Nc3ccc(OC)cc3OC)cccc2c1=O | -1% | -1% | 8% | -3 | x | -19% | x | x | x | 8% | -4%
CCc1nnc(NC(=O)CCc2ccc(C)o2)s1 | 6% | 5% | -1% | -20 | u | 2% | 2% | 4% | 1% | 3% | 0%
CCN1CCN(c2cc(=O)n(C3CCCCC3)c(=O)[nH]2)CC1 | -3% | 0% | 4% | -14 | 17% | -1% | 6% | 3% | -9% | 8% | -9%
O=C1[C@@H]2Cc3c([nH]c4ccccc34)C(c3ccccc3)N2C(=O)CN1CCO (some centres not stated) | -4% | 1% | 0% | 2 | -3% | 8% | x | 0% | 1% | 1% | 1%
O=C(c1ccc2c(c1)N(Cc1cccc(Cl)c1)C(=O)c1ccccc1S2(=O)=O)N1CCN(c2ccccn2)CC1 | 11% | -12% | -1% | 11 | -16% | -50% | 0% | -8% | 23% | -2% | -4%
c1cncc(CNc2ncnc3ccc(-c4cccnc4)cc23)c1 | -5% | 3% | -1% | -1 | u | -41% | x | 1% | u | 3% | 0%
O=C(Nc1cccc(F)c1)N1CC=C(c2ccc(Cl)cc2)CC1 | 14% | u | u | -9 | 6% | 61% | -1% | 0% | 6% | u | 22%
Cn1cnc2c1c(=O)n(Cc1cccc(Br)c1)c(=O)n2C | 2% | 1% | 3% | 3 | -5% | 2% | -3% | -5% | 16% | -16% | 8%
CC(=O)c1ccc(S(=O)(=O)NCCC(=O)OCC(=O)N2CCCC2=O)cc1 | 0% | -1% | 2% | -18 | x | 3% | x | x | x | 12% | 7%
CCOC(=O)c1cnc2c(Cl)cccc2c1NCCCN1CCOCC1 | -5% | -2% | u | 20 | 1% | 0% | 2% | -1% | -7% | x | 5%
CSc1cccc(NC(=S)N2CCC(c3ccccc3)C2)c1 (configuration not stated) | 18% | 13% | 15µM* | -2 | u | u | x | u | 35%[activator] | 22% | 14%
O=C(c1c[nH]c2ccc(F)cc2c1=O)N1CCCCCC1 | -4% | 3% | 2% | 9 | -1% | 10% | -9% | -1% | -9% | -5% | -1%
Cc1ccccc1NC(=O)NNC(=O)c1ccc2ccccc2c1O | 2% | 4% | -15% | -21 | -26% | -22% | -4% | 0% | u | 2% | 3%
CN(CC(=O)Nc1c(Cl)cccc1Cl)C(=O)CC1OC(=O)c2ccccc21 (configuration not stated) | -3% | -2% | 3% | -13 | x | -2% | x | x | x | -10% | -4%
Cc1cccc(N2CCN(C(=O)C3CCN(S(=O)(=O)c4cccnc4)CC3)CC2)c1C | 0% | -11% | -1% | 18 | 17% | -5% | 11% | 8% | -17% | -6% | -1%
Nc1c(C(=O)Nc2ccccc2)sc2nc3c(c(-c4ccco4)c12)CCC3 | -1% | 13% | u | 17 | 32% | -29% | 0% | -1% | u | 18% | 3%
COc1ccc(NC(C)=O)cc1NC(=O)CSc1nc2ncccc2[nH]1 | -1% | 2% | -3% | -7 | 7%[10 µM] | 17% | 1% | -2% | 3% | 2% | 4%
Cn1c(Cn2cnc3ccccc32)nnc1SCC(=O)CC(=O)Nc1ccccc1 | -4% | 1% | u | 1 | u | 0% | 8% | -7% | 7% | 3% | 0%
CC(Cc1ccccc1)(NC(=O)CN)c1ccccc1 (configuration not stated) | -1% | x | 1% | x | 12% | x | -2% | -3% | -8% | x | -1%

The closing 2 compounds of the section above open the next one:
SMILES | NPC1 prom act | ELG1 genotox | FLuc counter | Giardia kill | RORgamma inh | BRCA1 expr act | PKM2 activator | VP16 counter | Menin-MLL TR inh | p53 reactivation | Rab9 prom act
Cn1c(Cn2cnc3ccccc32)nnc1SCC(=O)CC(=O)Nc1ccccc1 | -4% | 1% | u | 1 | u | 0% | 8% | -7% | 7% | 3% | 0%
CC(Cc1ccccc1)(NC(=O)CN)c1ccccc1 (configuration not stated) | -1% | x | 1% | x | 12% | x | -2% | -3% | -8% | x | -1%
CCO[C@@H]1OC(C(=O)NC2CC2)=C[C@H](C)[C@H]1CCCO | 1% | 0% | 0% | 4 | 14% | 10% | -2% | 2% | x | -1% | -9%
CN1C(=O)C(C)(C)c2cc(S(=O)(=O)NCc3ccc(Cl)cc3)ccc21 | 0% | 0% | 0% | 23 | -27% | 4% | 2% | 0% | u | x | -6%
Cc1csc(NC(=O)C2CCCN2C(=O)OCC(C)C)n1 (configuration not stated) | -1% | 2% | 5% | 18 | 6% | 2% | 3% | -2% | -7% | 1% | -4%
C/C(CC(=O)Nc1ccc(N(C)C)cc1)=N\NC(=O)c1ccccc1F | -3% | 13% | 0% | 4 | -23% | 92% | 1% | 17% | 5% | x | -2%
O=S(=O)(Cc1cc(Cl)nc(-c2ccncc2)n1)c1ccccc1 | -6% | u | -2% | -18 | -12% | -37% | 4% | -13% | 2% | 1% | -1%
O=C(Cc1ccc(S(=O)(=O)N2CCOCC2)s1)Nc1ccc(S(=O)(=O)N2CCCCC2)cc1 | 0% | -7% | 4% | 18 | x | -57% | x | x | x | -4% | -1%

Screening data: PubChem, National Center for Advancing Translational Sciences (NCATS)

These rows are one share of the data; count on the stated rates, not on these rows.
